Polio RdRp inh: poliovirus RNA polymerase inhibition | 0.66% of 150,000 active | AID 588519 | P03300 | poliovirus polymerase elongation, fluorescence polarization; hits give low values | % elongation, % (compound at 16.7 µg/mL); in the data active means % elongation below about 90%; further: some results filed as inactive read as strong as hits
Target sequence (P03300 1749-2209 limits assumed): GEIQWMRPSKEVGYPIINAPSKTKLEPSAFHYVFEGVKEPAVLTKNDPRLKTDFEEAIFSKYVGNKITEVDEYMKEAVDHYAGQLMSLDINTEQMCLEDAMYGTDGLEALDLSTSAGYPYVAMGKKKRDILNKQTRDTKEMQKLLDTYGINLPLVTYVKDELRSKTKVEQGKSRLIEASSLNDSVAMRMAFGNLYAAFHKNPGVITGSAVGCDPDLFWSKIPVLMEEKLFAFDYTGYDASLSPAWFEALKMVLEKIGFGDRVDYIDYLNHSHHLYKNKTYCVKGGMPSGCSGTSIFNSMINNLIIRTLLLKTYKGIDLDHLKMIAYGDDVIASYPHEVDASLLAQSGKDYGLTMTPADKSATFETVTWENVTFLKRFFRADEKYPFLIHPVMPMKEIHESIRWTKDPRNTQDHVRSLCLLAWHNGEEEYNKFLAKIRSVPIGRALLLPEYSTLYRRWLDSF
Polio RdRp inh FP z-score: second read-out of Polio RdRp inh, no call of its own (marks repeat the call); z-score; measured here: FP z-score; hits read low
Numbers without * were called inactive. An excerpt; rates above refer to the full screens.

1	COc1ccc(CCNC(=O)Cn2c(=O)n(-c3ccccc3)c(=O)c3c(C)c(C)sc32)cc1OC
2	COc1cc2[nH]c(=O)n(Cc3ccc(C(=O)NCc4ccc(C)cc4)cc3)c(=O)c2cc1OC
3	COc1ccc(C(CCN)C(C)C)cc1 (configuration not stated)
4	O=C(O)CCSCCc1ccncc1
5	Cn1c(=O)cc(OCC(=O)N2CCN(c3ccccc3F)CC2)c2ccccc21
6	O=C(COC(=O)c1cc[n+]([O-])cc1)Nc1ccccc1Cl
7	COc1cc(S(=O)(=O)N2CCN(Cc3ccc4c(c3)OCO4)CC2)c(OC)cc1C
8	COc1ccc2cc(-c3nc4ccc(C(=O)O)cc4[nH]3)c(=O)oc2c1

| compound no. | 1 | 2 | 3 | 4 | 5 | 6 | 7 | 8 |
| --- | --- | --- | --- | --- | --- | --- | --- | --- |
| Polio RdRp inh | 106.0 | 104.0 | 102.0 | 101.0 | 105.0 | 104.0 | 102.0 | 101.0 |
| Polio RdRp inh FP z-score | 0.2 | -0.2 | 0.8 | 0.2 | -0.1 | 1.3 | 0.1 | -0.9 |

Profiles, looked up by structure. Screens in order: Polio RdRp inh, Polio RdRp inh FP z-score
COc1ccc(C(CCN)C(C)C)cc1 (configuration not stated) as listed: 102.0, 0.8
COc1cc2[nH]c(=O)n(Cc3ccc(C(=O)NCc4ccc(C)cc4)cc3)c(=O)c2cc1OC as listed: 104.0, -0.2
O=C(COC(=O)c1cc[n+]([O-])cc1)Nc1ccccc1Cl as listed: 104.0, 1.3
O=C(O)CCSCCc1ccncc1 as listed: 101.0, 0.2

The listing continues:
9	Cn1c(=O)c2c(-c3ccc(Cl)cc3)n(Cc3ccc(Cl)cc3)cc2n(C)c1=O
10	COCCCNC(=O)CCc1c(C)nc2cc(-c3ccc(Cl)cc3)nn2c1C
11	C=CCNC(=O)CN1CCC(n2c(C)nc3cc(C(F)(F)F)ccc32)CC1
12	Cc1ccc(CSc2nnc(-c3cnccn3)s2)cc1
13	COc1ccc(-n2nc(C(=O)O)c(C)c(C#N)c2=O)cc1
14	Cc1[nH][nH]c(=O)c1N=Nc1ccc(S(=O)(=O)N2CCCCC2)cc1
15	CC(=O)Nc1ccc(OCc2cc(=O)n3ccccc3n2)cc1
16	CCOc1ccc(N(CC)S(=O)(=O)N2CCCC(C(=O)NCc3ccccc3OCC)C2)cc1 (configuration not stated)

| compound no. | 9 | 10 | 11 | 12 | 13 | 14 | 15 | 16 |
| --- | --- | --- | --- | --- | --- | --- | --- | --- |
| Polio RdRp inh | 102.0 | 107.0 | 105.0 | 101.0 | 101.0 | 107.0 | 94.0 | 113.0 |
| Polio RdRp inh FP z-score | -1.4 | 0.1 | 1.8 | -0.2 | -0.2 | 1.6 | -2.7 | 1 |

Numbers 13–16 from above:
13	COc1ccc(-n2nc(C(=O)O)c(C)c(C#N)c2=O)cc1
14	Cc1[nH][nH]c(=O)c1N=Nc1ccc(S(=O)(=O)N2CCCCC2)cc1
15	CC(=O)Nc1ccc(OCc2cc(=O)n3ccccc3n2)cc1
16	CCOc1ccc(N(CC)S(=O)(=O)N2CCCC(C(=O)NCc3ccccc3OCC)C2)cc1 (configuration not stated)

| compound no. | 13 | 14 | 15 | 16 |
| --- | --- | --- | --- | --- |
| Polio RdRp inh | 101.0 | 107.0 | 94.0 | 113.0 |
| Polio RdRp inh FP z-score | -0.2 | 1.6 | -2.7 | 1 |

The listing continues.
17	CCOC(=O)c1oc2ccccc2c1COC(=O)[C@H](C)NC(=O)c1ccco1
18	Cc1ccc(-c2nc3cccnc3s2)cc1NC(=O)Cc1ccccc1
19	Cc1cccc(NC(=O)C2CCCN(S(=O)(=O)c3c(C)[nH]c(=O)[nH]c3=O)C2)c1C (configuration not stated)
20	CCOc1cc(/C=C2\C(=O)Nc3ccccc32)ccc1O
21	O=C1C=C(c2ccccc2)OC2(CCCCC2)O1
22	COC(=O)CN1C(=O)CSc2ccc(S(=O)(=O)Nc3c(C)cc(C)cc3C)cc21
23	COc1ccc2c(CC(=O)OCC(=O)Nc3c(C)n(C)n(-c4ccccc4)c3=O)coc2c1
24	CCCCN(CC)CCCNC(=O)c1cn(CC)c2ccc(S(=O)(=O)N3CCOCC3)cc2c1=O

| compound no. | 17 | 18 | 19 | 20 | 21 | 22 | 23 | 24 |
| --- | --- | --- | --- | --- | --- | --- | --- | --- |
| Polio RdRp inh | 104.0 | 101.0 | 102.0 | 99.0 | 103.0 | 110.0 | 106.0 | 104.0 |
| Polio RdRp inh FP z-score | 0.2 | -1.7 | -0.8 | -0.5 | 0.3 | 0.5 | 0.5 | -0.1 |

25	COc1cc(C)ccc1OCCSc1nc2ccc(NC(C)=O)cc2s1
26	COc1cccc(-n2c(=O)c3cc(OC)c(OC)cc3n(CC(=O)Nc3ccc(F)cc3)c2=O)c1
27	CCCC(=O)C1C(=O)CC(C)(C)C(c2cc(C)no2)C1=O (configuration not stated)
28	Cc1nc2ccc(C(=O)O)cc2s1
29	C[N+]1(CCOCC2CCC[N+]3(C)CCCCC23)CCCCC1 (configuration not stated)
30	O=C1CNC(=O)N1c1ccccc1
31	Fc1ccc(CNCc2ccccn2)cc1
32	NC(=O)c1ccc(OCC(=O)c2ccc3c(c2)OCCO3)cc1

| compound no. | 25 | 26 | 27 | 28 | 29 | 30 | 31 | 32 |
| --- | --- | --- | --- | --- | --- | --- | --- | --- |
| Polio RdRp inh | 104.0 | 103.0 | 104.0 | 101.0 | 119.0 | 100.0 | 100.0 | 101.0 |
| Polio RdRp inh FP z-score | -0.8 | -1.7 | 0.1 | -0.1 | 1.9 | -0.3 | -0.3 | -0.1 |

33	O=C(NC1CCCCC1)c1cccs1
34	N#Cc1c2c(c(Nc3ccccc3)n3c1nc1ccccc13)CCC2
35	CCn1cc2nc(SCC(=O)Nc3ccc(C)cc3)n(Cc3ccc(C)cc3)c(=O)c2n1
36	Cc1ccc(C)c(NC(=O)CSc2cn(CC(=O)N3CCCCC3)c3ccccc23)c1
37	CC(C)(CNC(=O)c1n[nH]c2ccccc12)N1CCCCC1
38	Cn1c(SCCCCN2C(=O)c3ccccc3C2=O)nnc1-c1ccccc1
39	Brc1cnc(N2CCCCC2)nc1N1CCOCC1
40	O=C(CSc1n[nH]c(=O)n1-c1cccnc1)c1cc(-c2ccccc2)no1

| compound no. | 33 | 34 | 35 | 36 | 37 | 38 | 39 | 40 |
| --- | --- | --- | --- | --- | --- | --- | --- | --- |
| Polio RdRp inh | 104.0 | 103.0 | 109.0 | 113.0 | 106.0 | 99.0 | 101.0 | 103.0 |
| Polio RdRp inh FP z-score | 1 | 0.3 | 0.4 | -0.2 | 0.6 | -0.7 | -0.1 | 0.3 |

41	CCOc1ccccc1C(=O)NCc1n[nH]c(=O)c2ccccc12
42	Cc1c(C)c(C)c(CSC2=NCC(C)N2)c(C)c1C (configuration not stated)
43	COc1ccc(OC)c(CCNC(=O)CCc2nnc3ccc(N4CCN(C)CC4)nn23)c1
44	COC(=O)c1sc(N)c(C(=O)OC)c1CSc1n[nH]c(N)n1
45	Cc1ccc(NC(=O)CSCn2nnc3c(=O)[nH]c(Cc4ccc(F)cc4)nc32)c(C)c1
46	N#C/C=C(\c1ccc(F)cc1)n1ccnc1
47	CCN(CC(=O)NCc1cccs1)C(=O)c1ccc2c(c1)SC1=NS(=O)(=O)CCN12
48	O=C(NC1CCCC1)c1ccc(CS(=O)(=O)c2ccc(Cl)cc2)o1

| compound no. | 41 | 42 | 43 | 44 | 45 | 46 | 47 | 48 |
| --- | --- | --- | --- | --- | --- | --- | --- | --- |
| Polio RdRp inh | 105.0 | 100.0 | 102.0 | 99.0 | 105.0 | 97.0 | 110.0 | 98.0 |
| Polio RdRp inh FP z-score | 0.2 | -0.6 | 0.3 | -0.3 | -0.3 | -0.2 | 0.1 | -0.8 |

49	O=C(CN1C(=O)COc2ccc(S(=O)(=O)N3CCCCCC3)cc21)Nc1cccc(Cl)c1
50	CCOC(=O)c1cc2c(nn3cc(C(=O)c4ccccc4O)cnc23)[nH]c1=O
51	c1ccc(CNc2ncnc3sc4c(c23)CCCC4)cc1
52	CCOc1cc(C2CC(=O)NC3=C2C(=O)C(C(=O)OC)C(C)C3)cc(Br)c1O (configuration not stated)
53	O=C1CCC/C(=N\NC(=O)CCCOc2ccc(Cl)cc2Cl)C1
54	CCOC(=O)c1ccc(NC(=O)CN2C(=O)c3cccnc3Oc3ccc(Cl)cc32)cc1
55	O=C(Nc1c(-c2ccc(F)cc2)nc2ccccn12)c1ccccc1F
56	CCOC(=O)C1=C(C)Nc2ccccc2N=C1NC(=O)Cc1ccc(OC)cc1

| compound no. | 49 | 50 | 51 | 52 | 53 | 54 | 55 | 56 |
| --- | --- | --- | --- | --- | --- | --- | --- | --- |
| Polio RdRp inh | 116.0 | 119.0 | 103.0 | 101.0 | 104.0 | 109.0 | 107.0 | 102.0 |
| Polio RdRp inh FP z-score | 0.1 | 2.3 | -0.2 | 0.2 | 0.3 | 0.7 | 0.5 | 0.1 |

57	CNC(=O)CSc1nnc(-c2cccc(S(=O)(=O)N3CCCC3)c2)n1-c1ccccc1
58	COc1ccc(NC(=O)CN2CCCn3nc(C)cc32)cc1
59	CN(C)C(=O)c1ccccc1-c1ccccc1
60	O=C(CN1CCC(n2cnc3cc(F)ccc32)CC1)Nc1ccccc1Br
61	CC(=O)N(Cc1ccc2c(c1)OCO2)c1nnc(C)s1
62	COc1cc2c(cc1OC)C(c1ccc(Cl)cc1)N(c1cccc(C#N)c1)C(=O)C2 (configuration not stated)
63	CCn1c(=O)n(CC(=O)N2CC(C)CC(C)C2)c(=O)c2ccccc21 (configuration not stated)
64	CCc1c(C)[nH]c2ccc(C(=O)O)cc12

| compound no. | 57 | 58 | 59 | 60 | 61 | 62 | 63 | 64 |
| --- | --- | --- | --- | --- | --- | --- | --- | --- |
| Polio RdRp inh | 100.0 | 100.0 | 102.0 | 101.0 | 102.0 | 107.0 | 101.0 | 100.0 |
| Polio RdRp inh FP z-score | -0.1 | -0.9 | 0.3 | 0.1 | 0.1 | 0 | -0.4 | -0.5 |

65	CCN1C(=O)c2cccc3cccc1c23
66	COc1ccccc1C(C)NCc1nc2ccc(Cl)cc2n1CCO (configuration not stated)
67	CCn1cc(C(=O)NCCOC)c(=O)c2cc(S(=O)(=O)N3CCOCC3)ccc21
68	CCOC(=O)c1cnc2c(ccc3ccccc32)c1Nc1ccc(C(C)=O)cc1
69	Cn1nnnc1SCCCNCc1ccccc1OCc1ccccc1F
70	CCOc1ccc(-c2nnc(SCC(=O)c3ccc(F)cc3)n2-c2ccccc2)cc1
71	CC(=O)N1c2ccccc2C2(O)N=C(C)SC12 (configuration not stated)
72	CCN1C(=O)C2C(c3ccco3)NC(C(=O)OC)(c3ccccc3)C2C1=O (configuration not stated)

| compound no. | 65 | 66 | 67 | 68 | 69 | 70 | 71 | 72 |
| --- | --- | --- | --- | --- | --- | --- | --- | --- |
| Polio RdRp inh | 104.0 | 104.0 | 105.0 | 106.0 | 104.0 | 100.0 | 97.0 | 101.0 |
| Polio RdRp inh FP z-score | 0.2 | 0.1 | 0.1 | 0.4 | -0.7 | -0.9 | -1.8 | -0.1 |

73	NC(=O)CN1C(=O)CC(c2ccccc2)=Nc2ccccc21
74	CCOC(=O)Nc1ccc2c(Cn3nnc(-c4ccc(Cl)cc4)n3)cc(=O)oc2c1
75	Clc1cccc(CN2CN(Cc3ccccc3)c3nc4ccccc4n3C2)c1
76	CCN(CC)c1ccc2c(c1)OC(=O)N(c1ccc(Cl)c(Cl)c1)P2(=O)N1CCOCC1 (configuration not stated)
77	COc1ccccc1NC(=O)C(=O)c1cc(C)n(-c2ccccc2F)c1C
78	Cc1ccc(C(=O)c2cn(Cc3ccccc3F)c3cc4c(cc3c2=O)OCO4)cc1
79	O=C(Nc1ccccc1C(=O)O)c1cccc(S(=O)(=O)N2CCCC2)c1
80	Cn1c(=O)cc(OCC(=O)N2CCN(c3ccc(F)cc3)CC2)c2ccccc21

| compound no. | 73 | 74 | 75 | 76 | 77 | 78 | 79 | 80 |
| --- | --- | --- | --- | --- | --- | --- | --- | --- |
| Polio RdRp inh | 102.0 | 113.0 | 106.0 | 104.0 | 114.0 | 108.0 | 103.0 | 107.0 |
| Polio RdRp inh FP z-score | 0.4 | 0.9 | 0.5 | 0.2 | 0.4 | 0.2 | 0 | 0.6 |

81	N#Cc1nc(-c2ccccc2)oc1NCc1ccco1
82	Cc1ccc(S(=O)(=O)N(C)/N=C/c2cccc(Br)c2)cc1
83	CC(C)(C)c1ccccc1NC(=O)CSc1nc(-c2cccs2)cc(C(F)(F)F)n1
84	COc1ccccc1NC(=O)CSc1nc2nccnc2c(=O)n1CCc1c[nH]c2ccccc12
85	CSc1ccccc1C(=O)NCCN1CCOCC1
86	COc1cccc(-n2c(-c3ccc(C)cc3)cc3c2CC(C)(C)CC3=O)c1
87	COc1ccc(CCC(C)N)cc1 (configuration not stated)
88	Cc1cc(NC(=O)CSCc2ccco2)no1

| compound no. | 81 | 82 | 83 | 84 | 85 | 86 | 87 | 88 |
| --- | --- | --- | --- | --- | --- | --- | --- | --- |
| Polio RdRp inh | 104.0 | 101.0 | 102.0 | 102.0 | 105.0 | 106.0 | 105.0 | 100.0 |
| Polio RdRp inh FP z-score | 0.2 | -0.1 | -0.4 | -0.9 | 1.7 | -0.5 | 1.2 | -0.3 |

89	c1ccc(N=c2scc(-c3cccs3)n2-c2ccccc2)cc1
90	COc1ccc(/C=C\c2onc(C)c2S(=O)(=O)N2CCC(C(=O)Nc3ccc(F)cc3F)CC2)cc1
91	CSc1nc(Nc2ccc(C)cc2C)cc(-c2ccccc2)n1
92	CCC1SC2=NCCN2C1(O)c1ccc(Cl)cc1 (configuration not stated)
93	NS(=O)(=O)c1ccc(NC(=O)COc2ccc(S(=O)(=O)NC3CCCCC3)cc2)cc1
94	COc1ccc(Br)cc1C(=O)CCC(=O)O

| compound no. | 89 | 90 | 91 | 92 | 93 | 94 |
| --- | --- | --- | --- | --- | --- | --- |
| Polio RdRp inh | 103.0 | 110.0 | 108.0 | 107.0 | 110.0 | 102.0 |
| Polio RdRp inh FP z-score | 0.4 | 1.1 | 0.3 | 0.3 | 1.2 | 0 |

Source: PubChem BioAssay (ICCB-Longwood Screening Facility, Harvard Medical School)
